NCOA2 inhibitor – human SRC2 (NCOA2) inhibition | 370,000 tested, 0.17% active | AID 651957 | inhibition, % at 9 µM | HEK293 GAL4-SRC2 luciferase reporter, luminescence | Q15596;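 active = inhibition above the mean inhibition of all tested compounds plus 3 SD, set per campaign, cut at about 52% in these data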;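 note: 0% = DMSO treated cells and 100% = cells given Gossypol at 36 µM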
COUP-TFII inh – inhibitors of human COUP-TFII (NR2F2); P24468; HEK293T NGFI-A luciferase reporter, luminescence; inhibition, % at 8.6 µM; 370,000 tested, 0.7% active; AID 686940;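 active = inhibition above a per-plate cutoff, mean inhibition of test wells between control levels plus 3 SD, cut at about 38% in these data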;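 note: cells cotransfected with COUP-TFII expression vector driving the NGFI-A reporter; 0% = median of COUP-TF2 test wells and 100% = reporter-only cells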
SRC1 inh – inhibitors of human steroid receptor coactivator 1 (SRC1); 360,000 tested, 0.12% active; inhibition, % at 3.6 µM; AID 588354; HEK293 GAL4-SRC1 luciferase reporter, luminescence;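 active = inhibition above the campaign mean plus 3 SD, with each screening campaign given its own cutoff, cut at about 60% in these data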;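 note: 0% = DMSO treated cells and 100% = gossypol at 36 µM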
TLR9-MyD88 inh – TLR9-MyD88 interaction inhibition | Q9NR96+Q99836 | CHO BLA complementation TLR9-MyD88, CCF4 FRET ratio | inhibition, % at 4.98 µM | 340,000 tested, 0.21% active | AID 504734;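 active = inhibition above the mean over all tested compounds plus 3 SD, cut at about 21% in these data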;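 note: 0% = DMSO only wells and 100% = clavulanate BLA inhibitor control wells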
TROY signal inh – blocks TROY-dependent signaling in reporter cells; 360,000 tested, 0.98% active; AID 1347056; Q293 LMP1-TROYcd NF-kB luciferase reporter, 4 h; inhibition, % at 10 µM;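 active = compounds whose plate-normalised and pattern-corrected inhibition of the luciferase reporter signal at the single screening dose is 50% or more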
Vif inh – blocks HIV Vif function; HEK293T cells, Vif self-association by quenched fluorescence, imaging, 24 h; 340,000 tested, 0.35% active; inhibition, % at 7.49 µM; in the data active = inhibition above about 50%, passing the limit was not always enough; inconclusive = no clear call, values can overlap the other calls; inactive = below about 31%; note: some results filed as inactive read as strong as hits
C8 TRAIL sens – caspase-8 TRAIL sensitization; NB7+C8 cells + TRAIL, ATPlite viability luminescence; inhibition (viability loss, TRAIL sensitization), % at 10 µM; 360,000 tested, 1% active; AID 624354;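 active = compounds causing at least 50% loss of cell viability in the single-dose screen, relative to plate controls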
LRH-1 inv ag – inverse agonists of human LRH-1 (NR5A2) | inhibition, % at 3.6 µM | HEK293T StAR-luciferase reporter, LRH-1 transfected, 24 h | O00482 | AID 602396 | 360,000 tested, 0.13% active;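 active = inhibition above the mean inhibition of all tested compounds plus 3 SD, cut at about 73% in these data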;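 note: 0% = DMSO wells and 100% = reporter-only cells lacking LRH-1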
Target sequence (O00482 whole entry, looked up): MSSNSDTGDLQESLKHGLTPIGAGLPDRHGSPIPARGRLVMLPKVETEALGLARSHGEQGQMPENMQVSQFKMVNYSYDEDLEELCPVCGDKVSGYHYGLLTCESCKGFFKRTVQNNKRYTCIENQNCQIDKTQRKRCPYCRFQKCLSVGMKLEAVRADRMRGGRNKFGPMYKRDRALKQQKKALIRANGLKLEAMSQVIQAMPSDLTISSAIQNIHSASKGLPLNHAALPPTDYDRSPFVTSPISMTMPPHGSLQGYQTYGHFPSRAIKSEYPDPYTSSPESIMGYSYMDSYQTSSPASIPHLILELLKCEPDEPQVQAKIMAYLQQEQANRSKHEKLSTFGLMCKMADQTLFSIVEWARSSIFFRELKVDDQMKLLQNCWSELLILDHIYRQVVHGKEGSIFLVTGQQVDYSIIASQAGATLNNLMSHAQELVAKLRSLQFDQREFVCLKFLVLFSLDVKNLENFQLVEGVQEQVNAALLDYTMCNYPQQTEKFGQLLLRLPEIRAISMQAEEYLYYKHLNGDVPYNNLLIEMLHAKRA
LMP1 NFkB inh – reduces LMP1-driven NF-kappaB luciferase signal. 350,000 tested, 0.69% active. LMP1-induced NF-kappaB luciferase reporter cells, luminescence. inhibition, % at 12.5 µM; in the data active = inhibition above about 41%; inconclusive = no clear call, values can overlap the other calls;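 note: 0% = neutral control wells and 100% = reference inhibitor control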
NCOA3 inh – inhibits human SRC3 coactivator; 360,000 tested, 0.17% active; HEK293 GAL4-SRC3 luciferase reporter, luminescence; AID 588352; inhibition, % at 3.6 µM; Q9Y6Q9;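 active = inhibition above a per-campaign cutoff, the mean of all compounds plus 3 SD, cut at about 60% in these data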;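 note: 0% = DMSO-treated cells and 100% = gossypol-treated cells at 36 µM; higher means less SRC3-driven luciferase light from the GAL4 reporter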
NOD2-RIPK2 inh – blocks binding of human NOD2 to RIPK2; CHO BLA complementation NOD2-RIPK2, CCF4 ratio; AID 624267; inhibition, % at 4.98 µM; 360,000 tested, 0.38% active; in the data active = inhibition above about 21%;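 note: 0% = vehicle only and 100% = reference blocker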
An asterisk follows results filed as active; ? = inconclusive; nt = not tested or not shown.

Key to letters – A = NCOA2 inhibitor; B = COUP-TFII inh; C = SRC1 inh; D = TLR9-MyD88 inh; E = TROY signal inh; F = Vif inh; G = C8 TRAIL sens; H = LRH-1 inv ag; I = LMP1 NFkB inh; J = NCOA3 inh; K = NOD2-RIPK2 inh
1	CCOC(=O)Cc1csc(NC(=O)NC2(C(F)(F)F)Oc3ccc(Cl)cc3O2)n1 (centres undefined)
  A: 19	B: -26	C: -22	D: -8	E: -222	F: 2	G: 38	H: -27	I: -14	J: -24	K: 6

2	CCc1cccc2c(C(=O)C(F)(F)F)cn(CC(=O)N3CCOCC3)c12
  A: 4	B: -13	C: 11	D: -2	E: 8	F: 1	G: -5	H: -4	I: 0	J: 4	K: -8

3	O=[N+]([O-])c1cccc(-c2nnc(SCc3cccnc3)o2)c1
  A: -16	B: -6	C: -16	D: 5	E: 6	F: -5	G: -3	H: 33	I: -12	J: -2	K: 5

4	COc1ccccc1/C=N/NC(=O)c1ccc(CN2C(=O)c3cccc4cccc2c34)cc1
  A: -27	B: -13	C: 7	D: 4	E: -10	F: -12	G: -16	H: -10	I: 3	J: 0	K: 1

5	Cc1c(C(=O)N2CCCC2)c(S(=O)(=O)Nc2ccccc2Cl)c(C)n1C
  A: -36	B: -4	C: 14	D: -4	E: -23	F: 0	G: -5	H: -1	I: -1	J: 23	K: -4

6	Cn1c(SCC(=O)Nc2nccs2)nnc1C12CC3CC(CC(C3)C1)C2
  A: -32	B: -15	C: -8	D: -2	E: -36	F: 2	G: 3	H: 1	I: -21	J: -16	K: 5

7	COc1cccc(NC(=O)NNS(=O)(=O)c2ccc(OC)cc2OC)c1
  A: 20	B: 1	C: -9	D: 5	E: 2	F: -6	G: 7	H: 5	I: 5	J: -5	K: -12

8	NC(=O)C1CCN(c2oc(-c3ccc(F)cc3)nc2S(=O)(=O)c2ccccc2)CC1
  A: 12	B: 9	C: -5	D: 5	E: 2	F: -1	G: -5	H: 1	I: -2	J: -7	K: -12

9	O=c1ncn(C2CCCCC2)c(=O)[nH]1
  A: -49	B: 6	C: 14	D: -7	E: 5	F: 4	G: -5	H: 13	I: 2	J: -6	K: 2

10	CCOc1ccccc1NC(=O)CCc1nnc2ccc(NCc3ccco3)nn12
  A: 2	B: 10	C: 16	D: -15	E: 11	F: -3	G: -8	H: 4	I: -4	J: -11	K: -9

11	O/N=C\c1ccc(-c2ccccc2)o1
  A: -65	B: -13	C: -48	D: 3	E: -43	F: nt	G: 1	H: -66	I: -3	J: -30	K: 6

12	NC(N)=N/N=C/c1ccc(OCc2ccc(Cl)cc2Cl)cc1
  A: -38	B: 13	C: -5	D: 4	E: 19	F: -6	G: 50*	H: 0	I: -1	J: -2	K: 0

13	O=C1C2C3C=CC(CC3)C2C(=O)N1c1ccccc1[N+](=O)[O-] (centres undefined)
  A: 3	B: -14	C: -2	D: -1	E: 2	F: -1	G: -3	H: 17	I: -1	J: 15	K: 3

14	CSc1ccc(/C=N/N2CCN(Cc3ccccc3)CC2)cc1
  A: -20	B: -8	C: -3	D: -7	E: -20	F: -4	G: 2	H: 2	I: -5	J: -10	K: -14

15	O=[N+]([O-])C1C(c2ccccc2)C12c1ccccc1-c1ccccc12 (centres undefined)
  A: nt	B: nt	C: -10	D: 5	E: -1	F: ?	G: 30	H: 30	I: -4	J: 20	K: 4

Single values from above.
NOD2-RIPK2 inh, no. 13 : 3
NCOA2 inhibitor, no. 3 : -16
LRH-1 inv ag, no. 6 : 1
Vif inh, no. 12 : -6
C8 TRAIL sens, no. 2 : -5

Grouped by structure: those above containing a nitro group on carbon (3)
Key to letters – A = NCOA2 inhibitor; B = COUP-TFII inh; C = SRC1 inh; D = TLR9-MyD88 inh; E = TROY signal inh; F = Vif inh; G = C8 TRAIL sens; H = LRH-1 inv ag; I = LMP1 NFkB inh; J = NCOA3 inh; K = NOD2-RIPK2 inh
3	O=[N+]([O-])c1cccc(-c2nnc(SCc3cccnc3)o2)c1
  A: -16	B: -6	C: -16	D: 5	E: 6	F: -5	G: -3	H: 33	I: -12	J: -2	K: 5

13	O=C1C2C3C=CC(CC3)C2C(=O)N1c1ccccc1[N+](=O)[O-] (centres undefined)
  A: 3	B: -14	C: -2	D: -1	E: 2	F: -1	G: -3	H: 17	I: -1	J: 15	K: 3

15	O=[N+]([O-])C1C(c2ccccc2)C12c1ccccc1-c1ccccc12 (centres undefined)
  A: nt	B: nt	C: -10	D: 5	E: -1	F: ?	G: 30	H: 30	I: -4	J: 20	K: 4

Record cards (already shown). Screens in order: NCOA2 inhibitor, COUP-TFII inh, SRC1 inh, TLR9-MyD88 inh, TROY signal inh, Vif inh, C8 TRAIL sens, LRH-1 inv ag, LMP1 NFkB inh, NCOA3 inh, NOD2-RIPK2 inh
Listed for O=c1ncn(C2CCCCC2)c(=O)[nH]1 : -49, 6, 14, -7, 5, 4, -5, 13, 2, -6, 2
Listed for CCOC(=O)Cc1csc(NC(=O)NC2(C(F)(F)F)Oc3ccc(Cl)cc3O2)n1 (centres undefined) : 19, -26, -22, -8, -222, 2, 38, -27, -14, -24, 6
Listed for NC(=O)C1CCN(c2oc(-c3ccc(F)cc3)nc2S(=O)(=O)c2ccccc2)CC1 : 12, 9, -5, 5, 2, -1, -5, 1, -2, -7, -12
Listed for O=C1C2C3C=CC(CC3)C2C(=O)N1c1ccccc1[N+](=O)[O-] (centres undefined) : 3, -14, -2, -1, 2, -1, -3, 17, -1, 15, 3

New compounds follow.
Key to letters – A = NCOA2 inhibitor; B = COUP-TFII inh; C = SRC1 inh; D = TLR9-MyD88 inh; E = TROY signal inh; F = Vif inh; G = C8 TRAIL sens; H = LRH-1 inv ag; I = LMP1 NFkB inh; J = NCOA3 inh; K = NOD2-RIPK2 inh
16	Cc1cc(/C=N\O)c(C)n1-c1ccncc1
  A: 7	B: -2	C: 1	D: -4	E: -5	F: 8	G: 7	H: 1	I: -2	J: 18	K: -7

17	COc1ccc(CCNC2CC(=O)N(CCc3ccc(OC)c(OC)c3)C2=O)cc1 (centres undefined)
  A: -24	B: -3	C: -2	D: 5	E: 45	F: -7	G: -1	H: 18	I: 13	J: -11	K: -5

18	O=[n+]1cc(-c2cc3ccccc3o2)n([O-])c2c1CCCC2
  A: -43	B: -9	C: -51	D: -3	E: -22	F: 4	G: 24	H: -22	I: -11	J: -45	K: 3

19	OC(CNCC1CCCO1)Cn1c2ccc(Cl)cc2c2cc(Cl)ccc21 (centres undefined)
  A: -5	B: -9	C: -24	D: -8	E: -20	F: 20	G: 41	H: -18	I: -36	J: 1	K: 8

20	COc1cccc(-c2ccc3ncnc(N(C)Cc4ccco4)c3c2)c1
  A: -5	B: -6	C: -4	D: -5	E: -23	F: 6	G: 4	H: 1	I: 2	J: -29	K: -7

21	Cn1nc(C(=O)NCc2ccccc2)c2c1-c1ccccc1S(=O)(=O)C2
  A: -1	B: 0	C: 8	D: -2	E: -8	F: 0	G: 4	H: -20	I: 2	J: -3	K: 6

22	CN(C)S(=O)(=O)c1cc(S(=O)(=O)N(C)C)c(Cl)cc1N
  A: -4	B: 29	C: 1	D: -6	E: -13	F: 5	G: 4	H: 4	I: -20	J: 1	K: -1

23	CC(C)c1ccc(S(=O)(=O)N2CCC3(CC2)OCCO3)cc1
  A: 5	B: 9	C: -2	D: 5	E: 13	F: -1	G: 8	H: 8	I: -3	J: -26	K: 7

Source: PubChem BioAssay (several laboratories)

An excerpt. The share of hits here may be higher or lower than overall.
